Bioassay records: PubChem BioAssay, several laboratories
DYRK1A inh = Dyrk1A (rat) kinase inhibition; ADP-Glo luminescence, NFATc1 peptide; inhibition, % at 12.5 µM; 310,000 tested, 0.43% active; AID 504441; in the data active = inhibition above about 50%;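 note: plate controls were vehicle with enzyme for no effect and no enzyme for full effect; many of its hits are not listed in these tables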
Platelet DG rel = modulates dense granule release in human platelets | human platelet-rich plasma, SFLLRN dense granule ATP release, luminescence | inhibition, %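 (compounds screened at 7.5 µM in platelet-rich plasma)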 | 300,000 tested, 0.22% active;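 active = mean replicate score, as percent of positive control, at or above 50; inconclusive = mean below 50 but at least one replicate at or above 50; inactive = mean and every replicate below 50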
HSP90 refold inh = inhibitors of HSP90 luciferase refolding in rabbit reticulocyte lysate; 290,000 tested, 0.91% active; inhibition, % at 5.6 µM; luciferase refolding luminescence, 3 h; AID 1789;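 active = inhibition above the screen-wide mean plus 3 SD, computed separately per campaign, cut at about 16% in these data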;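 note: 0% = DMSO wells and 100% = 60 µM geldanamycin wells; inhibitors lower the luminescence because luciferase stays unfolded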
HSF1 inhib = HSF1 inhibition | NIH3T3-HGL HSE-luciferase, MG132-induced, luminescence 8 h; active compounds read low | activity change, negative = inhibition, % at 7.5 µM (by protocol) | 300,000 tested, 0.77% active;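 active = more than half of replicate wells show activity change below -50%, luminescence cut by over half; inconclusive = some wells, but at most half, below -50%; inactive = no replicate well below -50%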;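 note: luciferase reports HSF-1 transcriptional activity via heat shock element; 0% = median of DMSO wells and -100% = zero luminescence signal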
GSK3beta inhib = blocks human GSK3beta kinase activity. P49841. GST-GSK3beta kinase, ADP-Glo luminescence, 60 min; active compounds read low. activity score (negative = inhibition), % at 10 µM. 300,000 tested, 0.038% active. AID 2097;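 active = more than half of replicate wells score below -50%, meaning over 50% inhibition versus plate controls; inconclusive = some replicates but at most half score below -50%; inactive = no replicate scores below -50%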;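 note: 0% = median DMSO wells and -100% = median GW8510 positive control wells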
Target sequence (P49841 whole entry, looked up): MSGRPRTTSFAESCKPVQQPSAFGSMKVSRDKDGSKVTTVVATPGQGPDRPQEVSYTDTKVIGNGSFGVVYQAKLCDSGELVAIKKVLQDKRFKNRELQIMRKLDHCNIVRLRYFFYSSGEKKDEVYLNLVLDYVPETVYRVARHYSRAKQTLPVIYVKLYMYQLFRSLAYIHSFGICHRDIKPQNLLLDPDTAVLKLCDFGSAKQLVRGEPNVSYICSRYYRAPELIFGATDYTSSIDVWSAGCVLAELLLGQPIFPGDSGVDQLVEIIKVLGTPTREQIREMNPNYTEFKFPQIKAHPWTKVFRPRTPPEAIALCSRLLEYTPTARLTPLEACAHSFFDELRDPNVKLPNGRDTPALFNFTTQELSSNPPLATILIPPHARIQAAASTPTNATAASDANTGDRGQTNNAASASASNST
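Test system: GST-tagged human GSK3beta kinase, cell-free; evaluation: activity score scaled between in-plate DMSO and GW8510 controls; measured by: ADP-Glo luminescence; incubation: 60 min reaction, RT; benchmarks: DMSO and 20 µM GW8510; reagent: peptide substrate plus 25 µM ATP (final); medium: Tris/MgCl2 kinase buffer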
IEC-6 tox = counter-screen for KLF5 inhibitors: cytotoxicity in IEC-6 cells | IEC-6 cytotoxicity, luminescence viability | 290,000 tested, 0.78% active | inhibition, % at 5 µM; in the data active = inhibition above about 22%;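 note: 0% = plate median of test compound wells and 100% = cytotoxic reference compound wells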
aSyn UTR inh = 5' untranslated region of α-synuclein, MLPCN primary screen | inhibition, % (tested at 7.5 µM) | 300,000 tested, 0.82% active | alpha-synuclein 5'UTR reporter, inhibitor activity; in the data active = inhibition above about 60%; inconclusive = no clear call, values can overlap the other calls;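 note: H4 neuroglioblastoma cells stably carrying SNCA 5'UTR luciferase fusion; 0% = DMSO wells and 100% = positive control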
HSF-1 act = increases HSF-1 driven luciferase reporter signal | activation, % at 9 µM | NIH3T3-HGL HSF-1 luciferase reporter, MG132, 8 h; 100% = twice DMSO control signal | 300,000 tested, 1.7% active | AID 504408;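 active = mean replicate activation of at least 50% with a set share of replicates each reaching 50%; inconclusive = only one of those two conditions met; inactive = mean below 50% and too few replicates reaching it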;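 note: 0% = median of the neutral control wells and 100% = twice that signal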
GSK3A inh = human GSK-3 alpha kinase inhibition. ADP-Glo luminescence, 60 min. inhibition, % at 10 µM. 320,000 tested, 0.1% active. AID 2650;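 in the data active = inhibition above about 50%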;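 note: GST-tagged GSK-3 alpha with peptide substrate and 25 µM ATP; 0% = DMSO neutral wells and 100% = GW8510 positive control wells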
Target sequence (P49840 whole entry, looked up): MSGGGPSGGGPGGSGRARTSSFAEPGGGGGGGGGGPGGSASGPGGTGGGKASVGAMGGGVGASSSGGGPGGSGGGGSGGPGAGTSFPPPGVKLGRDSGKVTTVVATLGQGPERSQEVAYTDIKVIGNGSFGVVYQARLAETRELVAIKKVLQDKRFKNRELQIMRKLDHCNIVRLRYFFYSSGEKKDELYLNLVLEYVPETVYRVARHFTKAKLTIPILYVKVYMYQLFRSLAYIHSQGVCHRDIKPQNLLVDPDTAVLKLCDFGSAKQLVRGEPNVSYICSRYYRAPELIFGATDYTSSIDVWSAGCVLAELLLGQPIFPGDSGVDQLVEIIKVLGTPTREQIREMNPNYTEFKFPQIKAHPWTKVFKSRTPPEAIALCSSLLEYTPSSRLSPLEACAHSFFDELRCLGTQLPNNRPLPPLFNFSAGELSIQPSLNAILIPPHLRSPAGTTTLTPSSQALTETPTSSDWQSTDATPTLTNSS
KLF5 inhibitor = suppresses KLF5 promoter-driven expression; DLD-1 KLF5 promoter-luciferase reporter, luminescence; inhibition, % at 5 µM; 290,000 tested, 0.23% active;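 active = inhibition above a per-plate limit of that plate's mean compound inhibition plus 3 SD, cut at about 60% in these data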;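 note: 0% = DMSO wells and 100% = LY294002 at 200 µM; higher means less KLF5 promoter-driven luciferase light; inactives centre near -14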
Starred values were filed as active, the others as inactive; ? = inconclusive; nt = no result given.

SMILES	DYRK1A inh	Platelet DG rel	HSP90 refold inh	HSF1 inhib	GSK3beta inhib	IEC-6 tox	aSyn UTR inh	HSF-1 act	GSK3A inh	KLF5 inhibitor
Cc1ccc(S(=O)(=O)NC(CCc2ccccc2)CC(=O)C(C)(C)C)cc1 (stereo unspecified)	nt	nt	-2	nt	nt	-9	nt	nt	-6	3
COc1ccc2[nH]c(C(=O)O)c(CCNC(C)=O)c2c1	26	-1	0	-8	-1	-6	10	-6	-1	-27
O=C(CCSCc1ccccc1Cl)N1CCN(c2cccc(Cl)c2)CC1	-1	4	0	0	0	-4	12	10	nt	-33
COc1ccccc1C(=O)Nc1nsc(-c2ccccc2)n1	22	14	-5	19	2	2	-152	26	4	-139
O=C(CSCc1ccc(Cl)cc1)Nc1cc([N+](=O)[O-])ccc1O	-1	-1	3	17	-2	2	-16	48	-1	-13
O=C(NCc1cccc(Cl)c1)c1ccc2c(c1)OCO2	-3	7	0	-3	1	-1	-14	8	-1	-6
Cn1c(SCC(=O)Nc2ccccc2F)nnc1C1CCCCC1	-2	4	-5	-3	0	2	-23	-1	0	-23
COC(=O)c1[nH]c2ccc(Cl)cc2c1NC(=O)Oc1ccccc1	13	1	0	-3	1	9	-57	8	8	-18
Cc1ccccc1C(=O)NC(CC(C)C)C(=O)OCC(=O)c1c(N)n(C)c(=O)n(C)c1=O (stereo unspecified)	1	-4	0	0	-3	-5	1	3	-1	-6
COc1ccc(/C=N/NC(=O)c2nn(C)cc2Br)cc1CSCc1ccco1	-2	13	0	27	2	-2	-12	13	1	-14
COc1ccc(C(CNC(=O)c2cccc(S(=O)(=O)Nc3ccc(C)cc3)c2)N2CCOCC2)cc1 (stereo unspecified)	1	8	nt	6	-2	nt	7	-19	1	nt
COc1ccc(Oc2ccc(C(F)(F)F)cc2NC(=O)c2ccc(OC)cc2)cc1	-3	0	1	-9	-1	-1	14	3	-16	-10
Cc1ccc(C(=O)N=c2sccn2C)cc1C	-4	15	-4	19	-3	11	-27	17	-2	-153
CC(=O)Nc1ccc(NC(=O)c2ccc3c(c2)C(=O)N(c2ccccc2C)C3=O)cc1	1	22	3	4	0	7	-4	-6	-1	-27
Cc1cccc(C)c1OCCn1nnc2ccccc21	-1	8	0	-4	0	0	1	21	-5	-27
Nc1ccc(C(=O)N2N=C(c3ccccc3)CC2(O)C(F)(F)F)cc1 (stereo unspecified)	-1	5	0	7	0	-2	-4	11	1	-25
CCCCn1c(N)c(Sc2ccc(Cl)cc2)c(=O)[nH]c1=O	1	-6	4	12	-1	-3	15	24	-1	-8
CCOc1ccc(NS(=O)(=O)c2ccc(NC(=O)[C@@H]3CCCC[C@@H]3C(=O)O)cc2)cc1	1	1	5	8	4	-7	-3	12	-5	-29
COc1ccccc1Nc1nc(N)nc(CN2CCC(C)CC2)n1	nt	-4	5	0	-2	3	15	-8	-2	-27
O=C(Nc1ccncc1)c1cc(-c2cccc(Br)c2)nc2ccccc12	-11	8	nt	15	-1	nt	?	14	-2	nt
CCN(CC)S(=O)(=O)c1ccc(NC(=O)c2ccc(CN3CCOCC3)cc2)cc1	5	-6	0	-6	1	3	-14	4	-3	5
CCN(CC)/C(=N\S(=O)(=O)c1ccc(F)cc1)c1ccccc1	-6	1	0	-6	3	0	4	-8	-2	-28
CN(C)S(=O)(=O)c1ccc(Cl)c(NC(=O)CN2C(=O)NC3(CCCC3)C2=O)c1	6	2	-3	3	0	3	18	0	-4	6
CCCCOc1ccc(C(=O)Nc2cccc(-n3cnnn3)c2)cc1OC	-2	-4	-1	-1	1	5	-22	-21	2	13
CCOC(=O)c1c(NC(=O)/C=C\C(=O)O)sc(C)c1-c1ccccc1	4	-2	3	-5	7	-1	1	-3	0	-42
O=C(COC(=O)c1ccc2c(c1Cl)C(=O)c1ccccc1C2=O)NC1CCCCC1	-10	10	6	nt	-1	8	-18	nt	0	-24
COc1cc(S(=O)(=O)NC2CCCCC2C)ccc1F (stereo unspecified)	nt	15	1	-9	-2	-1	6	-2	0	-16
O=C1CC(Sc2nnnn2-c2ccccc2)C(=O)N1c1cccc(Cl)c1 (stereo unspecified)	5	55*	3	26	-13	6	12	11	-1	-11
COc1ccc(C(=O)Oc2c(CN3CCOCC3)cc(Cl)c3cccnc23)cc1	0	-7	4	-11	8	14	54	-10	-5	9
COc1ccc(Cl)cc1NC(=O)CCCN1C(=O)CCC1=O	-9	-3	8	5	0	-1	-27	-5	1	-35
O=C(O)CCCNS(=O)(=O)c1ccc2c(c1)OCCCO2	3	-5	2	-3	0	1	-6	0	-3	-3
NC(=O)C1CCN(C(=O)C2CCC(=O)N(CC3CCCCC3)C2)CC1 (stereo unspecified)	2	2	1	2	-4	4	6	0	1	-25
CC(C)CC(=O)Nc1ccc(-c2cn3ccsc3n2)cc1	4	nt	8	nt	nt	8	nt	nt	1	-62
CCOc1ccc(C(CC(=O)O)NC(=O)c2ccco2)cc1OC (stereo unspecified)	0	-1	8	-7	-1	-1	-14	-7	-3	11
CC(CN1CCCC1)OC(=O)COc1ccccc1 (stereo unspecified)	17	nt	-1	-11	2	1	-1	5	0	-125
CC(CCc1ccccc1)NC(=O)COC(=O)c1cc(NS(=O)(=O)c2ccc(Cl)c([N+](=O)[O-])c2)ccc1O (stereo unspecified)	-3	-4	-3	18	3	2	8	28	-1	-15
Cc1onc(-c2ccccc2)c1C(=O)Nc1nc2c(s1)C(=O)CC(C)(C)C2	-5	1	0	-2	-1	2	1	5	-2	-1
CN1C(=O)C(O)(c2sc(N)nc2-c2ccccc2)c2ccccc21 (stereo unspecified)	-30	-9	-1	7	-1	4	-11	-9	3	-21
CCOc1ccc(S(=O)(=O)NCCSc2ccccc2)cc1	5	-6	1	17	0	-1	2	61*	2	-15
COC(=O)C1C(=O)N2CCCSC2=C(C#N)C1c1cccs1 (stereo unspecified)	nt	-32	3	-3	0	3	-8	4	-2	10
CC(C)Oc1ccccc1/C=N/NC(=O)c1ccccc1Cl	nt	13	-5	-4	-1	-1	-2	14	1	-50
O=C(c1ccc(NS(=O)(=O)c2cccc3cccnc23)cc1)N1CCCCC1	2	3	2	-9	-7	1	20	-19	0	-15
COc1cc(/C=N/NC(=O)c2ccncc2)ccc1OC(=O)c1cccc(F)c1	-11	-12	2	-3	4	-6	12	0	-3	-35
Cc1ccccc1OCc1nc(-c2cccnc2)no1	4	3	1	17	-2	2	-71	47	-4	-37
O=C(NCCc1ccccc1)c1cc(=O)[nH]c2ccccc12	nt	-3	3	4	0	-3	-7	30	3	-7
CC(C)C(=O)Nc1ncc(Cc2ccccc2Cl)s1	2	-9	1	1	0	1	11	-12	0	-20
COc1cccc(C(=O)NC(Cc2ccccc2)c2ccc3c(c2)OCCCO3)c1 (stereo unspecified)	-1	-7	3	9	-2	3	-19	4	-3	0
N#Cc1ccc(-c2ccccc2)nc1SCC(=O)c1cccc(Cl)c1	-2	-3	-3	9	0	1	4	31	6	3
C/C(CC(=O)Nc1ccc2c(c1)OCCO2)=N\NC(=O)COc1ccccc1C	-1	2	0	-5	nt	0	2	-4	4	-20
O=C(c1ccc(Br)cc1)N1CCN(c2ncccn2)CC1	-6	3	nt	2	2	nt	-16	1	0	nt
Next section
SMILES	DYRK1A inh	Platelet DG rel	HSP90 refold inh	HSF1 inhib	GSK3beta inhib	IEC-6 tox	aSyn UTR inh	HSF-1 act	GSK3A inh	KLF5 inhibitor
Cc1cc(C)c(NC(=O)CNC(=O)COC(=O)/C=C/c2cccs2)c(C)c1	2	-2	nt	-1	1	nt	4	-6	1	nt
O=C(NCc1ccc2c(c1)OCO2)c1ccc(C2SCC(=O)N2Cc2ccco2)cc1 (stereo unspecified)	-4	-1	2	0	0	6	20	10	1	-25
Nc1c(Br)c(=O)[nH]c(=O)n1-c1ccc(F)cc1	0	-2	0	-2	-1	2	8	3	-2	-3
CCC(=O)NC(=S)Nc1ccc(S(=O)(=O)NC(C)C)cc1	3	-1	-3	1	2	-9	-14	13	0	-8
CCOc1ccc2oc(C(=O)Nc3ccc4c(c3)OCO4)c(C)c2c1	-2	0	4	17	-1	-7	-176	31	-1	-110
CCCCCCCCn1c(=O)c(C(=O)OC)c(N)c2ccccc21	nt	2	1	13	-5	2	17	24	-2	-21
COC(=O)CCN1CCC(c2cc(-c3cccc(C(F)(F)F)c3)n[nH]2)CC1	12	4	0	-14	-2	8	24	4	-2	-1
Cc1ccccc1OCC(=O)Nc1ccc(N2CCN(C(=O)c3ccco3)CC2)cc1	4	-11	-7	6	0	1	6	3	-2	-13
Cc1cc(NCCN2CCCCC2)n2c(nc3ccccc32)c1C#N	nt	3	-3	-6	-4	4	-5	4	nt	6
CC(C)CN1CCC(=O)N([C@H](CO)c2ccccc2)CC1	2	1	-5	0	2	-4	1	0	-2	0
OCc1ccccc1CN1CCCCCC1	nt	-6	nt	2	3	nt	-14	-1	0	nt
CS(=O)(=O)N(CC(=O)N1CCN(Cc2ccc3c(c2)OCO3)CC1)C1CCCCC1	-6	9	-3	6	-3	-4	-3	39	0	-13
CCN(CC)C1CCN(C(=O)c2ccc(OC3CCN(Cc4ccccn4)CC3)cc2)C1 (stereo unspecified)	-5	-15	-2	0	2	-3	11	17	-3	-32
O=C(CNC(=O)c1ccc(Cl)cc1Cl)OCc1nc2ccccc2s1	0	-10	-4	0	1	-5	-27	-1	-3	-16
CC1=C(C(=O)OC(C)(C)C)C(c2ccc3ccccc3c2)NC(=O)N1C (stereo unspecified)	nt	nt	6	7	-2	-4	-7	28	0	-49
COc1cc(OC)cc(-c2nc3ccccc3c(=O)o2)c1	0	34	3	-2	2	3	-3	29	-1	-14
CCC(=O)N1CCc2cc(Br)cc(S(=O)(=O)NCc3ccco3)c21	0	4	-1	1	2	-6	7	2	-1	10
CC(C)C(OC(=O)CN1C(=O)c2ccccc2C1=O)C(=O)NC1CCCC1 (stereo unspecified)	1	11	-5	-4	1	-12	13	-14	-3	-14
COc1ccc(-n2nnnc2-c2cn(C)nc2C(F)(F)F)cc1	-3	3	2	-7	-1	6	8	8	-1	13
O=c1c(-c2ccc(Br)cc2)coc2c(CN3CCOCC3)c(O)ccc12	13	-10	1	8	3	-8	-22	14	nt	-26
CC(NC(=O)CCCCCNC(=O)N1CCn2c1nc1ccccc12)c1ccccc1 (stereo unspecified)	-6	-16	2	18	2	-2	0	41	4	17
O=C(COC(=O)CCC1CCCC1)NCc1ccc(Cl)cc1	nt	-3	3	-31	1	4	14	-41	-2	-6
CCOc1ccc(NC(=O)CCCc2cc(-c3ccc(OCC)cc3)on2)cc1	-5	-4	-3	-15	-2	-4	35	-21	-2	-14
CN(C)S(=O)(=O)c1ccc(C(=O)Nc2cccnc2)cc1	2	-4	3	-7	3	1	-12	1	nt	-6

These rows are one share of the data (hit frequency here may not be typical).
